Bioassay records (PubChem BioAssay)
CHT PAM = allosteric activators of human choline transporter CHT; Q9GZV3; CHT-expressing cells, membrane potential dye, choline EC20; hits give high values; LV-AA mutant CHT in HEK293 cells; B-score at 10 µM; actives 0.49% (n = 310,000);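 active = initial fluorescence not abnormally high and integrated response B-score, plate-corrected, over 3 SD above library mean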
Target sequence (Q9GZV3 whole entry, looked up): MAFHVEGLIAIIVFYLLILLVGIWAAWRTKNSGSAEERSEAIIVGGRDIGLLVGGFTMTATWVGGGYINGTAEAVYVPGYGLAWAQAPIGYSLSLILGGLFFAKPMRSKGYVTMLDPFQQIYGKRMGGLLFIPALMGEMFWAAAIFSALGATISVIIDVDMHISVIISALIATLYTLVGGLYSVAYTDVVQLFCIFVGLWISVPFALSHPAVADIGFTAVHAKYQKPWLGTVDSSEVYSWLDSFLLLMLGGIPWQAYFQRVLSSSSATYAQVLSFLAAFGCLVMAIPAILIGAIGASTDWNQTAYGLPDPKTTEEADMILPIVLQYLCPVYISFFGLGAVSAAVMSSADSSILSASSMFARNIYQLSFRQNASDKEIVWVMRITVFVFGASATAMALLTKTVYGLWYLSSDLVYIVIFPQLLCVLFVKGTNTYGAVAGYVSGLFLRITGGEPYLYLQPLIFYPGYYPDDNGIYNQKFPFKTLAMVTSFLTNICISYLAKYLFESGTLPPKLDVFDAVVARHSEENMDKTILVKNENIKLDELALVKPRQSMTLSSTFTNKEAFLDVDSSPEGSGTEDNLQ
CHT block = human CHT choline transport inhibition | Q9GZV3 | CHT-expressing cells, membrane potential dye, choline response; hits give low values | B-score at 10 µM | actives 0.86% (n = 310,000) | AID 488975;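 active = B-score over 3 SD under the library average, and starting fluorescence ratio not unusually high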;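 also: choline stimulus applied at its EC90 after an EC20 pre-addition; B-score computed on integrated fluorescence ratio after choline addition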
Active calls of the source: *; i = inactive. Not a hit list, and some 1.4% of all compounds hit somewhere here.

no.	Compound	CHT PAM	CHT block
1	O=C(Nc1c(C(=O)N2CCN(c3ccccn3)CC2)oc2ccccc12)c1cccc([N+](=O)[O-])c1	i	i
2	O=C(COC(=O)c1ccccc1NCCO)NCCC1=CCCCC1	i	i
3	O=S(Cc1cc(Sc2ccccc2)nc(-c2ccccc2)n1)c1ccccc1 (configuration not stated)	i	i
4	Cc1c(C)n(C)c2ccc(C(=O)NCc3cccs3)cc12	i	i
5	CCCCNC(=O)C1CCC(=O)N1CCc1ccccc1 (configuration not stated)	i	i
6	O=C(NCc1ccccc1Cl)C(=O)NCC(c1ccco1)N1CCOCC1 (configuration not stated)	i	i
7	O=C(CN1C(=O)COc2ccccc21)NC1CCCC1	i	i
8	OCCC1CN(Cc2cnc(-c3ccc(Cl)cc3)nc2)CCN1C1CCCCC1 (configuration not stated)	i	i
9	Cc1[nH]c2c(C)cccc2c(=O)c1Br	i	i
10	Nc1nc(NCCO)nc(NC2CCCCC2)c1[N+](=O)[O-]	i	i
11	CCN(CC)S(=O)(=O)c1ccc(OC)c(NC(=O)CCS(=O)(=O)Cc2ccccc2)c1	i	i
12	CCOC(=O)c1c(C)[nH]c(C(=O)CSc2nnc(C3CC3)n2N)c1C	i	i
13	Cc1nc(N2CCN(c3ccccc3O)CC2)c2c(-c3ccccc3)csc2n1	i	i
14	COC(=O)c1ccc(N2CCC(C)CC2)c(N)c1	i	i
15	CCOCCCNC(=O)Cc1c(C(=O)O)[nH]c2ccc(Cl)cc12	i	i
16	Cc1cccc(Nc2ccccc2)c1	i	i
17	CN1CCN(c2oc(Cc3cccc4ccccc34)nc2C#N)CC1	i	-6.99*
18	CCOC(=O)Cc1csc(NC(=O)/C=C/c2ccco2)n1	i	i
19	CCOC(=O)N1CCC(N2C(=O)c3cc(C(=O)NC4CCCCC4)ccc3C2O)CC1 (configuration not stated)	i	i
20	COc1cc(/C=N\NC(=O)C(C)(C)O)ccc1OC/C=C/c1ccccc1	i	i

(further entries)
no.	Compound	CHT PAM	CHT block
21	Cc1ccc(NC(=O)Cn2cnc3sc(C(=O)NCc4ccco4)c(C)c3c2=O)cc1Cl	i	i
22	Oc1cccc(/C=N\Nc2nncc(-c3ccccc3)n2)c1	i	i
23	CC1(C(=O)OCC(=O)Nc2nnc(-c3ccccc3)o2)CC1(Cl)Cl (configuration not stated)	i	i
24	Cc1cc2c(=O)n(C)c(SCC(=O)Nc3cccc(F)c3)nc2s1	i	i
25	O=S(=O)(Cc1cc(N2CCOCC2)nc(-c2ccccn2)n1)c1ccccc1	i	i
26	CCNc1nnc(-c2ccccc2OC)s1	i	i
27	O=C(O)C1CCN(C(=O)Cc2ccccc2)CC1	i	i
28	O=C(CCNc1n[nH]c(=O)[nH]c1=O)N/N=C\c1cccc(OCc2ccccc2)c1	i	i
29	COc1ccc(NC2CCCN(C(=O)c3ccc4nccnc4c3)C2)cc1OC (configuration not stated)	i	i
30	COCCNC(=O)Cn1cnc2ccc(S(=O)(=O)N3CCC(C)CC3)cc2c1=O	i	i
31	O=[N+]([O-])c1ccc2c(c1)C=C1CCCCC1(N1CCCCC1)O2 (configuration not stated)	i	i
32	CCCc1nn(C)c(C(=O)Nc2ccc3ccccc3c2)c1Cl	i	i
33	COc1cccc(NC(=O)CSc2nnc(Cc3ccc(C)cc3)c(=O)n2N)c1	i	i
34	Cc1ccc(C(=O)COC(=O)c2cn(-c3ccccc3)nc2-c2ccccc2)cc1[N+](=O)[O-]	i	i
35	COc1ccc(-c2c(C(F)(F)F)[nH]n3c(=O)cc(-c4ccccc4)nc23)cc1	i	i
36	O=c1cc(-c2cccnc2)oc2c1ccc1ccccc12	i	i
37	Cc1ccc(S(=O)(=O)N2CCCN(S(=O)(=O)c3ccc(C(F)(F)F)cc3)CC2)cc1	i	i
38	NC(=O)[C@@H]1CCCN1Cc1nc(-c2ccc(C(F)(F)F)cc2)no1	i	i
39	Cn1c(=O)c(=O)n(C)c2cc(S(=O)(=O)N3CCOc4ccccc43)ccc21	i	i
40	C/C(Cn1nnc([N+](=O)[O-])n1)=N\NC(=O)c1ccccc1	i	i

Carrying on:
no.	Compound	CHT PAM	CHT block
41	CC1(C)NC(=O)N(CC(=O)OCC(=O)Nc2cccc(F)c2)C1=O	i	i
42	CCN(CC)c1ccc(N2C(=NC(=O)C3CCCO3)SC3CS(=O)(=O)CC32)cc1 (configuration not stated)	i	i
43	COC(=O)c1ccc2ncccc2c1	i	i
44	Cc1nn(CC(=O)N(C)Cc2ccc(F)cc2)c(C)c1[N+](=O)[O-]	i	i
45	O=[N+]([O-])c1c(NCc2ccccc2)cc(N2CCc3ccccc3C2)c2nonc12	i	i
46	Cc1ccccc1OCC(O)CN1C(=O)c2ccccc2C1=O (configuration not stated)	i	i
47	Cc1ccc(C(=O)OCC(=O)N2CCc3ccccc32)cc1	i	i
48	CN(C)CCCNC(=O)C1(O)c2cc(Br)ccc2NC(=O)N1c1ccc(Cl)cc1 (configuration not stated)	i	i
49	CC(=O)OC1CC2(C)C(=O)CCC2C2CCc3cc(O)ccc3C12 (configuration not stated)	i	-8.13*
50	O=C(COc1cccnc1[N+](=O)[O-])N1CCN(C(=O)c2ccco2)CC1	i	i
51	Cn1nc(C(F)(F)F)c(-c2ccc(Br)cc2)c1NC(=O)c1cccnc1	i	i
52	CC1(c2ccc3ccccc3c2)NC(=O)N(CC(=O)N2CCC(C(N)=O)CC2)C1=O (configuration not stated)	i	i
53	CN1CCN(C(=O)c2ccc(COc3cc(Cl)ccc3Cl)o2)CC1	i	i
54	C=CCN(CC=C)C(=S)Nc1cc(Cl)ccc1OC	i	i
55	BrC(=C\c1ccccc1)/C=N/N1CCN(c2ccccn2)CC1	i	i
56	N#C/C(=C\N1CCN(Cc2ccc3c(c2)OCO3)CC1)c1nc2ccccc2s1	i	i
57	O=C1c2ccccc2COc2ccc(O)cc21	i	i
58	COc1ccc2cc(C(=O)Nc3ccccc3)sc(=O)c2c1OC	i	i
59	CCOC(=O)c1sc(Nc2nc(C)cc(C)n2)nc1C	i	i
60	Cc1nc2ccccc2c2c1C(=O)NC2=O	i	i

Other results:
no.	Compound	CHT PAM	CHT block
61	O=C(OCC(=O)N1CCCCCC1)c1ccc(S(=O)(=O)N2CCOCC2)cc1	i	i
62	Cc1cccn2c(CN(C)C3CCOC3)c(C(=O)N3CCCCC3)nc12 (configuration not stated)	i	i
63	O=C(O)COc1ccccc1/C=N/NC(=O)CSc1nnc(SCc2ccccc2)s1	i	i
64	CCC(C)n1nnc2c(=O)oc3ccccc3c21 (configuration not stated)	i	i
65	CSCCC(NS(=O)(=O)c1ccc(C)cc1)C(=O)N1CCN(C(C)=O)CC1 (configuration not stated)	i	i
66	COC(=O)C1=C(C)N=C2SC(C)C(=O)N2C1/C=C/c1ccccc1OC (configuration not stated)	i	i
67	O=c1c2cc(Cl)ccc2nc(-c2ccccc2)n1O	i	i
68	COc1ccc2[nH]c(=O)c(CN(CCCN(C)C)C(=O)Nc3ccccc3)cc2c1	i	i
69	CC1CCCCN1CC(=O)Nc1ccc(N2CCCCCC2)cc1 (configuration not stated)	i	i
70	CCOC(=O)c1c(NC(=S)NC)sc2c1CCCC2	i	i
71	C/C(=N/O)c1ccc(Oc2cnccn2)cc1	i	i
72	O=[N+]([O-])c1ccc2nc(NS(=O)(=O)c3ccccc3[N+](=O)[O-])sc2c1	i	i
73	COc1ccccc1C(=O)Nc1nc(C)cc(C)n1	i	i
74	COC(=O)c1cccc(NC(=O)CSc2nnc(C)n2Cc2ccccc2)c1	i	i
75	O=[N+]([O-])c1ccc(CS(=O)(=O)c2ccc(Cl)cc2)cc1	i	i
76	Cc1ccc(S(=O)(=O)c2nc(Nc3nccs3)sc2Cl)cc1	i	i
77	Cc1ccccc1C(=O)NC(CC(C)C)C(=O)Nc1ccc(F)c([N+](=O)[O-])c1 (configuration not stated)	i	i
78	CC(C)n1c(SCC(=O)N2CCN(C)CC2)nc2c1c(=O)n(C)c(=O)n2C	i	i
79	Cc1ccc(S(=O)(=O)N[C@@H](CC(C)C)C(=O)NCc2ccco2)cc1	i	i
80	CCCCCn1c(=O)c(C(=O)OCC)c(Cl)c2ccccc21	i	-5.74*

Compounds from the list above containing an aryl thioether with sulfur outside any ring:
no.	Compound	CHT PAM	CHT block
3	O=S(Cc1cc(Sc2ccccc2)nc(-c2ccccc2)n1)c1ccccc1 (configuration not stated)	i	i
12	CCOC(=O)c1c(C)[nH]c(C(=O)CSc2nnc(C3CC3)n2N)c1C	i	i
24	Cc1cc2c(=O)n(C)c(SCC(=O)Nc3cccc(F)c3)nc2s1	i	i
33	COc1cccc(NC(=O)CSc2nnc(Cc3ccc(C)cc3)c(=O)n2N)c1	i	i
63	O=C(O)COc1ccccc1/C=N/NC(=O)CSc1nnc(SCc2ccccc2)s1	i	i
74	COC(=O)c1cccc(NC(=O)CSc2nnc(C)n2Cc2ccccc2)c1	i	i
78	CC(C)n1c(SCC(=O)N2CCN(C)CC2)nc2c1c(=O)n(C)c(=O)n2C	i	i

Quoted at random: two records from the list
no.	Compound	CHT PAM	CHT block
66	COC(=O)C1=C(C)N=C2SC(C)C(=O)N2C1/C=C/c1ccccc1OC (configuration not stated)	i	i
79	Cc1ccc(S(=O)(=O)N[C@@H](CC(C)C)C(=O)NCc2ccco2)cc1	i	i

Other entries
no.	Compound	CHT PAM	CHT block
81	O=C(COC(=O)Cc1ccsc1)NCC12CC3CC(CC(C3)C1)C2	i	i
82	COC(=O)c1ccc2c(c1)NC(=O)C(N1CCOCC1)S2 (configuration not stated)	i	i
83	COc1ccc(-c2cc(C(=O)N3CCCCCC3)no2)cc1	i	i
84	COc1cccc(C(=O)Nc2ccc(C(=O)O)cc2)c1	i	i
85	COc1cc(/C=C/c2nc3ccccc3c(=O)[nH]2)ccc1OC(F)F	i	i
86	O=C1c2ccccc2C(=O)N1CCC(c1ccc(F)cc1)c1ccco1 (configuration not stated)	i	i
87	NS(=O)(=O)c1ccc(-c2ccc(/C=C3\SC(=S)N(C4CCS(=O)(=O)C4)C3=O)o2)cc1 (configuration not stated)	i	i
88	CC(C)N1CCc2c(sc(NC(=O)c3ccc(C(=O)c4ccccc4)cc3)c2C(N)=O)C1	i	i
89	Clc1cccc(CSC2=NCCCN2)c1	i	i
90	Cc1cccc(NC(=O)c2cccc(OC(=S)N3CCOCC3)c2)c1C	i	i
91	O=C(N/N=C/c1ccc(O)c([N+](=O)[O-])c1)c1ccncc1	i	i
92	CCOC(=O)Nc1ccc(C(=O)Oc2ccccc2)c(O)c1	i	i
93	COc1cc(Cl)c(C)cc1NC(=O)CNC(=O)Cn1cnc2ccccc2c1=O	i	i
94	CCN1CCN(S(=O)(=O)c2ccc(C(=O)Nc3ccccc3)cc2)CC1	i	i
95	Cc1c(NC(=S)N2CCN(c3cccc(Cl)c3)CC2)c(=O)n(-c2ccccc2)n1C	i	i
96	CCOC(=O)c1c(NC(=O)COC(=O)c2ccc(O)cc2)sc(C(=O)NC)c1C	i	i
97	O=C(c1cccs1)N(Cc1ccc(Cl)cc1)C1CCS(=O)(=O)C1 (configuration not stated)	i	i
98	O=C(Cc1cccs1)NCc1ccc(F)cc1	i	i
99	CCOc1ccc(NC(=O)CCS(=O)(=O)c2ccc3c(c2)CCCN3C(=O)CC)cc1	i	i
100	CC(C)Cc1nnc(NC(=O)c2ccc3c(=O)n4c(nc3c2)CCC4)s1	i	i

Remaining list, next part:
no.	Compound	CHT PAM	CHT block
101	CC(C)Oc1cccc(C(=O)NC(=S)Nc2ccc(N3CCN(C)CC3)cc2)c1	i	i
102	CC1CCc2c(sc3ncn4c(SCC(=O)NCc5ccco5)nnc4c23)C1 (configuration not stated)	i	i
103	NS(=O)(=O)c1ccc(CNC(=O)c2scc3c2CCCC3)cc1	i	i
104	Cc1nc(C(=O)NCCC(C)C)sc1C1(C)CC(c2ccccc2)=NO1 (configuration not stated)	i	i
105	O=C(Cn1ncc2c1-c1ccccc1OC2)Nc1cccc(Cl)c1	i	i
106	CC(C)=CCc1c2c(c3occ(-c4ccc(O)cc4)c(=O)c3c1O)C=CC(C)(C)O2	i	i
107	COc1ccc(S(=O)(=O)N2CCC(C(=O)N[C@@H](C)C(=O)NCc3cccc(OC)c3)CC2)cc1	i	i
108	CCCc1nc(SCC(=O)N2CCCc3ccccc32)c2c(=O)n(C)c(=O)n(C)c2n1	i	i
109	CCN(CC)C(=O)C(Oc1ccc(S(=O)(=O)N2CCCC2)cc1[N+](=O)[O-])c1ccccc1 (configuration not stated)	i	i
110	O=C(c1ccc(N2CCN(C3CC(=O)N(Cc4cccs4)C3=O)CC2)cc1)c1cccnc1 (configuration not stated)	i	i
111	COc1ccccc1C(=O)NNC(=S)NC(=O)c1cccs1	i	i
112	CCc1nnc(NC(=O)CN2C(=O)CCC2=O)s1	i	i
113	Cc1cc(C)cc(NC(=O)N2CCC(c3nc4ccccc4o3)CC2)c1	i	i
114	O=C(CN(C(=O)c1csnn1)c1ccc(Cl)cc1)NC1CCCC1	i	i
115	CC(=O)Nc1ccc(-c2csc(NC(=O)C3CSC4(C)CCC(=O)N34)n2)cc1 (configuration not stated)	i	i
116	COCCN(C(=O)COC(=O)C1(C)CC1(Cl)Cl)c1c(N)n(Cc2ccccc2)c(=O)[nH]c1=O (configuration not stated)	i	i
117	CC1CCc2[nH]c3ccc(C(=O)NCCCOC(C)C)cc3c2C1 (configuration not stated)	i	i
118	O=c1[nH]c(CN2CCN(S(=O)(=O)/C=C/c3ccccc3)CC2)nc2ccccc12	i	i
119	NNC(=O)CNS(=O)(=O)c1ccc([N+](=O)[O-])cc1	i	i
120	N/C(=N\OC(=O)c1ccc(Cl)cc1)c1ccc(Cl)cc1	i	i

(cont.)
no.	Compound	CHT PAM	CHT block
121	CCOc1ccccc1-c1nc2c(C(C)(C)C)nn(C)c2c(=O)[nH]1	i	i
122	COC(=O)c1ccccc1NC(=O)CCCCCn1nnc2ccccc2c1=O	i	i
123	C=CCc1cccc(/C=N/c2ncn[nH]2)c1O	i	i
124	Cc1ccc(OC(=O)CCC(=O)Nc2ccc(C(N)=O)cc2)cc1	i	i
125	O=C(/C=C/c1cccc(O)c1)c1cccnc1	i	i
